ULK1 primary: human ULK1 kinase inhibition, primary screen; AID 1259251; inhibition, % at 5.96 µM; AlphaScreen Atg13 phosphorylation by ULK1, luminescence; 30,000 tested, 1.9% active; in the data active = inhibition above about 43%;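 note: 0% = median of compound wells and 100% = no enzyme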
Target sequence (O75385 whole entry, looked up): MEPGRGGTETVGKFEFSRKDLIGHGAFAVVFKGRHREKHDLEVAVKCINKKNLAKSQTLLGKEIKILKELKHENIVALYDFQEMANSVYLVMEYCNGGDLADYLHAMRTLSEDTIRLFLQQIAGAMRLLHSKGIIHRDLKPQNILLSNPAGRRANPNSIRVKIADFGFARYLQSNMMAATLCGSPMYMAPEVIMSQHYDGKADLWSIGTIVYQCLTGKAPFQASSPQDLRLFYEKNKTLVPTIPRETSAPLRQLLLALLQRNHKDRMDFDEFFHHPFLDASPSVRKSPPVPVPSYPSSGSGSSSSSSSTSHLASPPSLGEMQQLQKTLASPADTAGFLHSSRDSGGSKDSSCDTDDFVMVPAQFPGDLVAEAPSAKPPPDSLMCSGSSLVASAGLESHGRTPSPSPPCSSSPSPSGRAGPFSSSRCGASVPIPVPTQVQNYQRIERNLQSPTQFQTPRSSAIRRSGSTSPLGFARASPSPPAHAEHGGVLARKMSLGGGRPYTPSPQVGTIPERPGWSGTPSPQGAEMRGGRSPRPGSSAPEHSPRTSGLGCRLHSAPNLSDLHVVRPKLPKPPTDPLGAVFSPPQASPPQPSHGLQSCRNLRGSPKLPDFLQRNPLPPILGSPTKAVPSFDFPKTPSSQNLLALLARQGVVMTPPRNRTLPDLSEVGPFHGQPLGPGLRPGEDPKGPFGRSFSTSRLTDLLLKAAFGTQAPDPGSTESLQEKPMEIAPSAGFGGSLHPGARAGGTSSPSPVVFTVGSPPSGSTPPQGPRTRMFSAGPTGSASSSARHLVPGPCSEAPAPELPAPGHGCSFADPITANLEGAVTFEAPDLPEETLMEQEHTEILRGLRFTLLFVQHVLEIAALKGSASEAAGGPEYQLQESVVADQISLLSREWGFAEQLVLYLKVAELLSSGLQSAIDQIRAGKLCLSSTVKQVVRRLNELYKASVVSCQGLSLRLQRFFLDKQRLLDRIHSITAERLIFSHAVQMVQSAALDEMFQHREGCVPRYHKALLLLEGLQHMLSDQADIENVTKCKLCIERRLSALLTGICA
ASK1 inh: human ASK1 kinase inhibition, primary screen; Q99683; AlphaScreen MKK6 phosphorylation by ASK1, luminescence; inhibition, % at 7.44 µM; 22,000 tested, 0.99% active; in the data active = inhibition above about 35%;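 note: 0% = median of compound wells and 100% = no enzyme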
* marks the source's active call; other numbers are inactive results.

C/C(=N\NC(N)=O)C1CC(Cc2ccccc2)C(=O)O1 (centres undefined) was read as ULK1 primary 4.
For NC(C(=O)N1CCN(C(=O)c2ccc3[nH]ncc3c2)CC1)c1cccc(Br)c1 (centres undefined) the results were ULK1 primary -2 and ASK1 inh -16.
CCOc1cc(/C=C2\SC(N)=NC2=O)ccc1OC(C)=O was read as ULK1 primary 5.
For CCN(CC)CCc1nc(-c2ccccc2)no1 the results were ULK1 primary 2.
For Cc1cc(NC2CCN(Cc3ccccc3)CC2)nc(N2CCN(Cc3ccc4c(c3)OCO4)CC2)n1 the results were ULK1 primary -3 and ASK1 inh 12.
Screening CCCNc1cc(-c2ccc(OC)cc2)nc(N)n1 returned ULK1 primary 0 and ASK1 inh -4.
NC(=O)c1ccc(-c2nc(Nc3ccccc3)c3[nH]cnc3n2)cc1 was read as ULK1 primary -5 and ASK1 inh -9.
For O=C(NCCN1CCOCC1)c1ccc2nc(N3CCN(c4ccccn4)CC3)sc2c1 the results were ULK1 primary 3 and ASK1 inh 1.
FC(F)(F)c1cccc(CNc2nc(Nc3ccc(N4CCOCC4)cc3)nc3c2ncn3C2CCCCC2)c1 was read as ULK1 primary 4 and ASK1 inh 25.
`Cc1noc(C)c1-c1nc(NCCCN2CCCC2=O)c2[nH]cnc2n1` gave ULK1 primary 15 and ASK1 inh 1.
`O=C(NCCc1ccc(O)cc1)c1cnc(Nc2nccc3ccccc23)s1` gave ULK1 primary -12 and ASK1 inh 1.
For COc1ccc(-c2nc3ccc(C(=O)Nc4ccc(NC(C)=O)cc4)cc3s2)cc1 the results were ULK1 primary -3 and ASK1 inh -12.
Nc1nc(Nc2ccccc2)cc(Nc2ccccc2)n1 was read as ULK1 primary -8 and ASK1 inh -9.
For O=C(Nc1ccc(-c2cn[nH]c2)cc1Oc1cccnc1)C1COc2ccccc2O1 (centres undefined) the results were ULK1 primary -22 and ASK1 inh 2.
For O=C(NCCOc1ccccc1)c1cccc(N2CCOCC2)c1 the results were ULK1 primary -7 and ASK1 inh -8.
`O=C(NCCc1ccc(O)cc1)c1ccnc(-c2csc3ccccc23)c1` gave ULK1 primary -20 and ASK1 inh 7.
For CC(C)N(CCNc1nc(-c2ccc(N3CCOCC3)nc2)nc2c1ncn2-c1ccccc1)C(C)C the results were ULK1 primary 10 and ASK1 inh 1.
`CC(=O)Nc1ccc(Nc2nc(-c3ccc(C(=O)NC4CC4)cc3)nc3c2ncn3-c2ccccc2)cc1` gave ULK1 primary -3 and ASK1 inh -14.
CCOC(=O)N1CCN(c2cc(-c3ccccn3)nc(C)n2)CC1 was read as ULK1 primary -18.
`COCCNC(=O)Cn1cc(C=C(C#N)C#N)c2ccccc21` gave ULK1 primary 4.

Structures from the list above that contain a carbonyl joined to an NH by a bond outside any ring:
C/C(=N\NC(N)=O)C1CC(Cc2ccccc2)C(=O)O1 (centres undefined) was read as ULK1 primary 4.
NC(=O)c1ccc(-c2nc(Nc3ccccc3)c3[nH]cnc3n2)cc1 was read as ULK1 primary -5 and ASK1 inh -9.
For O=C(NCCN1CCOCC1)c1ccc2nc(N3CCN(c4ccccn4)CC3)sc2c1 the results were ULK1 primary 3 and ASK1 inh 1.
`O=C(NCCc1ccc(O)cc1)c1cnc(Nc2nccc3ccccc23)s1` gave ULK1 primary -12 and ASK1 inh 1.
For COc1ccc(-c2nc3ccc(C(=O)Nc4ccc(NC(C)=O)cc4)cc3s2)cc1 the results were ULK1 primary -3 and ASK1 inh -12.
For O=C(Nc1ccc(-c2cn[nH]c2)cc1Oc1cccnc1)C1COc2ccccc2O1 (centres undefined) the results were ULK1 primary -22 and ASK1 inh 2.
For O=C(NCCOc1ccccc1)c1cccc(N2CCOCC2)c1 the results were ULK1 primary -7 and ASK1 inh -8.
`O=C(NCCc1ccc(O)cc1)c1ccnc(-c2csc3ccccc23)c1` gave ULK1 primary -20 and ASK1 inh 7.
`CC(=O)Nc1ccc(Nc2nc(-c3ccc(C(=O)NC4CC4)cc3)nc3c2ncn3-c2ccccc2)cc1` gave ULK1 primary -3 and ASK1 inh -14.
`COCCNC(=O)Cn1cc(C=C(C#N)C#N)c2ccccc21` gave ULK1 primary 4.

Further entries
O=C(Nc1ccccc1)c1csc(Nc2nccc3ccccc23)n1 was read as ULK1 primary -19 and ASK1 inh -6.
For COc1ccc(-c2nc3ncnc(Nc4ccccc4)c3[nH]2)cc1 the results were ULK1 primary -4 and ASK1 inh 0.
`Cn1c(Nc2nc3ccc(C(=O)NCCOc4ccccc4)cc3s2)nc2ccccc21` gave ULK1 primary 6 and ASK1 inh -35.
For CCCNc1nc(Nc2ccc3ncccc3c2)ncc1C the results were ULK1 primary 40 and ASK1 inh 11.
`O=C(NCc1nc2ccccc2[nH]1)c1ccc2nc(N3CCCC3CO)sc2c1` (centres undefined) gave ULK1 primary 3 and ASK1 inh -17.
Screening O=C(NCCOc1ccccc1)c1cc(NC2CCC(O)CC2)nc2ccccc12 (centres undefined) returned ULK1 primary 19 and ASK1 inh -2.
Screening COc1ccc(OC)c(CN2CCC(C(=O)N(C)Cc3ccccc3)CC2)c1 returned ULK1 primary -1.
CCc1cc(=O)n(CC(=O)Nc2ccccc2)c(-n2nc(C)cc2C)n1 was read as ULK1 primary 0.
For CC(C)(C)C(=O)OCOC(=O)[C@@H]1N2C(=O)[C@@H](N=CN3CCCCCC3)[C@H]2SC1(C)C the results were ULK1 primary 1.
`COc1ccc(CCNc2nc(Nc3cccc(N(C)C)c3)nc3c2ncn3C(C)C)cc1` gave ULK1 primary 9 and ASK1 inh 37*.
For COc1ccc(CCNc2ncnc3nc(Nc4cccc(N(C)C)c4)[nH]c23)cc1 the results were ULK1 primary 22 and ASK1 inh 26.
Screening CN(C)c1cccc(Nc2nc(Nc3ccc(N4CCOCC4)cc3)c3ncn(CCN4CCCC4=O)c3n2)c1 returned ULK1 primary 10 and ASK1 inh 28.
`O=C(Nc1ccccc1Cl)C1CCCCN1S(=O)(=O)c1ccc(Cl)s1` (centres undefined) gave ULK1 primary 1.
CC(C)(C)OC(=O)N[C@@H](Cc1ccccc1)C(=O)N1CCC(C(=O)Nc2ccc3[nH]ncc3c2)C1 (some centres undefined) was read as ULK1 primary -16 and ASK1 inh -29.
`OCC1CCCN1c1nc2ncnc(NCCOc3ccccc3)c2[nH]1` (centres undefined) gave ULK1 primary -2 and ASK1 inh -2.
Screening O=C(Nc1ccc2c(c1)OCO2)c1csc(N2CCN(Cc3ccc4c(c3)OCO4)CC2)n1 returned ULK1 primary 20 and ASK1 inh 5.
Screening COc1ccc(-c2nc(NCCO)nc(OC)n2)cn1 returned ULK1 primary 5 and ASK1 inh -18.
FC(F)(F)c1ccc(Nc2nc(NCCOc3ccccc3)c3ncn(-c4ccsc4)c3n2)cc1 was read as ULK1 primary -11 and ASK1 inh -2.
For CCNc1nc(NCCN2CCOCC2)c2ncn(CCN3CCCC3=O)c2n1 the results were ULK1 primary -9 and ASK1 inh -4.
`CC(C)N(CCNc1nc(-c2ccc(C(=O)N3CCN(C)CC3)cc2)nc2c1ncn2C1CCCCC1)C(C)C` gave ULK1 primary -2 and ASK1 inh 8.
`CCN(CC)C(=O)C1CCCN(c2ncc(C)c(NCCCN3CCCC3=O)n2)C1` (centres undefined) gave ULK1 primary 10 and ASK1 inh -6.
For CCN(CC)C(=O)C1CCCN(c2cc(C(=O)Nc3ccc(N4CCOCC4)cc3)ccn2)C1 (centres undefined) the results were ULK1 primary 60* and ASK1 inh -36.
COC(=O)CCC(=O)NNC(=O)c1c(O)c2ccccc2[nH]c1=O was read as ULK1 primary 2.
`CC(=O)Nc1ccc(NC(=O)c2cnc(Nc3ccc4ncccc4c3)s2)cc1` gave ULK1 primary -3 and ASK1 inh -2.
For FC(F)(F)c1ccc(Nc2nccc(NCCN3CCOCC3)n2)cc1 the results were ULK1 primary -3 and ASK1 inh -16.
For O=C(NCCCN1CCCC1=O)c1ccc2nc(-c3cccs3)sc2c1 the results were ULK1 primary 2 and ASK1 inh 12.
`COc1cc(Nc2nc(Nc3ccnn3C)nc3c2ncn3CCN2CCCC2=O)cc(OC)c1OC` gave ULK1 primary 9 and ASK1 inh -16.
`CNC(=O)c1ccccc1Nc1cc(Nc2ccc(-c3cncnc3)cc2)ncc1C(F)(F)F` gave ULK1 primary 70* and ASK1 inh -7.
NC(=O)c1ccnc(Nc2ccc(N3CCOCC3)cc2)c1 was read as ULK1 primary -1 and ASK1 inh 10.
O=S(=O)(c1ccc(Br)cc1)N1CCC(Nc2ccc3cnccc3c2)CC1 was read as ULK1 primary -18 and ASK1 inh -26.
c1ccc(-n2cnc3c(NCCN4CCOCC4)nc(NCc4cccnc4)nc32)cc1 was read as ULK1 primary -4 and ASK1 inh -3.
c1ccc2nc(Nc3ccc(-n4cnc(N5CCOCC5)n4)cc3)ncc2c1 was read as ULK1 primary 46* and ASK1 inh -7.
For COc1cc(Nc2cc(C)nc(Nc3ccc(C(F)(F)F)cc3)n2)cc(OC)c1OC the results were ULK1 primary -36 and ASK1 inh -1.
Screening Cc1ccc(-c2cnc(Oc3ccc(CCO)cc3)nc2)cc1 returned ULK1 primary 0.
`CC(C)N(CCNc1nc(N2CCN(c3ccccn3)CC2)nc2c1ncn2CCN1CCCC1=O)C(C)C` gave ULK1 primary -15 and ASK1 inh 1.
`CC(C)N(CCNC(=O)c1csc(Nc2ncccn2)n1)C(C)C` gave ULK1 primary 7 and ASK1 inh 3.
Cn1ccc(-c2ccccc2Nc2ccnc(Nc3ccc(N4CCOCC4)cc3)c2)n1 was read as ULK1 primary -4 and ASK1 inh 19.
Screening Cc1nn(C)c(C)c1-c1nc(C(=O)NC2CC2)cs1 returned ULK1 primary -3 and ASK1 inh -22.
NC(=O)c1ccc(-c2nc(C(=O)NCCc3ccc(O)cc3)cs2)cc1 was read as ULK1 primary 4 and ASK1 inh 0.
CCCNC(=O)c1cncc(-c2ccc(OC)cc2)c1 was read as ULK1 primary 6 and ASK1 inh 3.
Screening CCOc1ccc2c(c1)CC(C(=O)Nc1ccc(-c3cn[nH]c3N)cc1)NC2 (centres undefined) returned ULK1 primary 1 and ASK1 inh 9.
Screening Cn1c(Nc2ccc(-n3cc(CC(=O)NCc4cccnc4)c4ccccc43)nn2)nc2ccccc21 returned ULK1 primary 16 and ASK1 inh 16.
Screening CN1CCN(C(=O)c2ccc(-c3nc(NCCCN4CCCC4=O)c4ncn(C5CCCCC5)c4n3)cc2)CC1 returned ULK1 primary -2 and ASK1 inh 2.
For O=C(Cc1ccccc1)NCc1nc(-c2ccncc2)no1 the results were ULK1 primary 3 and ASK1 inh -8.
For CC(=O)Nc1ccc(Nc2cc(NC3CCC(O)CC3)ncn2)cc1 (centres undefined) the results were ULK1 primary 13 and ASK1 inh -10.
`c1ccc(Nc2ncn(-c3ccnc(Nc4ccc(N5CCOCC5)cc4)c3)n2)cc1` gave ULK1 primary 12 and ASK1 inh -12.
For CNC(=O)/C(C#N)=C/c1ccc(OCCOc2ccccc2)cc1 the results were ULK1 primary -15.
`CC(C)n1c(-c2ccc(N3CCN(C)CC3)cc2)nc2c(NC3CCN(Cc4ccccc4)CC3)ncnc21` gave ULK1 primary 25 and ASK1 inh 9.
For Cc1nc2ccc(CN(C)c3ccc(C(=O)N[C@@H](CCC(=O)O)C(=O)O)s3)cc2c(=O)[nH]1 the results were ULK1 primary 2.
Screening c1ccc(CNc2nc(Nc3ccccn3)nc3c2ncn3-c2ccccc2)cc1 returned ULK1 primary -5 and ASK1 inh 9.
Screening c1ccc(CNc2nc(N3CCc4ccccc4C3)nc3c2ncn3-c2ccccc2)cc1 returned ULK1 primary 20 and ASK1 inh 11.
Screening COc1ccc(-c2cc(NCCN3CCOCC3)ncn2)cc1 returned ULK1 primary 3 and ASK1 inh -9.
Screening O=C(Cc1ccc(Cl)s1)Nc1cccc(-c2nc3ccccc3o2)c1 returned ULK1 primary -5.
Screening O=C(CSc1ccc(S(=O)C(F)(F)F)cc1[N+](=O)[O-])N1CCOCC1 (centres undefined) returned ULK1 primary 1.
`CN(C)c1cccc(Nc2cccc(C(=O)NCCCN3CCCC3=O)n2)c1` gave ULK1 primary 9 and ASK1 inh -3.
For COc1ccc(-c2nc(Nc3ccccc3)c3ncn(C(C)C)c3n2)cn1 the results were ULK1 primary 27 and ASK1 inh -9.
FCOC(C(F)(F)F)C(F)(F)F was read as ULK1 primary -4.
Screening CCN(CC)c1nc(NCCN2CCOCC2)nc(Nc2ccccc2)n1 returned ULK1 primary 5 and ASK1 inh 2.
For CCNc1nc2ccc(C(=O)NC3CCN(Cc4ccccc4)CC3)cc2s1 the results were ULK1 primary 0 and ASK1 inh -4.
COC(=O)c1c(NC(=O)Cc2cccs2)sc2c1CC(C)(C)NC2(C)C was read as ULK1 primary 9.
`COc1cc(Nc2nc(N3CCOCC3)nc3nc[nH]c23)cc(OC)c1OC` gave ULK1 primary -2 and ASK1 inh 10.
For CCN(CC)C(=O)C1CCCN(c2cc(C(=O)Nc3ccc(NC(C)=O)cc3)ccn2)C1 (centres undefined) the results were ULK1 primary 6 and ASK1 inh -19.
c1ccc(OCCNc2nc(N3CCN(Cc4ccc5c(c4)OCO5)CC3)nc3c2ncn3-c2ccsc2)cc1 was read as ULK1 primary 4 and ASK1 inh 20.
Screening c1ccc(OCCNc2ncnc3nc(Nc4ccc(N5CCOCC5)cc4)[nH]c23)cc1 returned ULK1 primary 2 and ASK1 inh 14.
For Nc1cccc(-c2nc(C(=O)NCc3nc4ccccc4[nH]3)cs2)c1 the results were ULK1 primary 8 and ASK1 inh 2.
`CCOc1ccccc1NC(=O)c1c(C)oc2ccc(OC)cc12` gave ULK1 primary 1.
Cc1cc(NC2CCN(Cc3ccccc3)CC2)nc(Nc2cccnc2)n1 was read as ULK1 primary 0 and ASK1 inh 6.

Arranged by length of the SMILES (high to low): part of the list above.
c1ccc(OCCNc2nc(N3CCN(Cc4ccc5c(c4)OCO5)CC3)nc3c2ncn3-c2ccsc2)cc1 was read as ULK1 primary 4 and ASK1 inh 20.
Screening c1ccc(OCCNc2ncnc3nc(Nc4ccc(N5CCOCC5)cc4)[nH]c23)cc1 returned ULK1 primary 2 and ASK1 inh 14.
For Nc1cccc(-c2nc(C(=O)NCc3nc4ccccc4[nH]3)cs2)c1 the results were ULK1 primary 8 and ASK1 inh 2.
`CCOc1ccccc1NC(=O)c1c(C)oc2ccc(OC)cc12` gave ULK1 primary 1.

Compound activity (PubChem)

Outcome played no part in choosing rows (roughly 2.8% active in at least one column).
